bCat nuc transl – modulators of beta-catenin nuclear translocation, primary screen, imaging, HeLa cells, immunofluorescence, high-content. nuclear translocation activity, % at 5 µM. 190,000 compounds, 0.3% hits;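 active means nuclear translocation activity above 50% at 5 µM, with a well cell count of 50 or more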;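 further: per-cell ratio of nuclear to cytoplasmic median beta-catenin stain intensity; plate controls were DMSO negative control for no effect and GSK-3 inhibitor IX positive control for full effect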
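System: Human HeLa cells, endogenous beta-catenin | Compound dosing: 5 µM primary, 0.02–20 µM confirmation | Timing: 24 h compound exposure at 37°C, 5% CO2 | Measured by: Fluorescence imaging of beta-catenin antibody stain plus DAPI | Read-out basis: % activation of per-cell nuclear versus cytoplasmic median beta-catenin signal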
XIAP displacement – XIAP antagonists, biochemical, IAP family, fluorescence polarization (AID 1018); XIAP BIR domain, fluorescence polarization peptide displacement; higher % means a stronger effect; displacement, % at 20 µM; hits with a dose series show IC50 in µM; 200,000 compounds, 0.007% hits; in the data active means displacement above about 50%; further: a part of the inactive calls stands beside numbers as strong as those of hits
Autophagy HCS – autophagy modulators in MEF cells, primary screen, imaging, high-content, MEF GFP-LC3; 190,000 compounds, 0.98% hits; AID 463193, 2010; MEF GFP-LC3 puncta imaging; test concentration mostly 10 µM; calls only at 10 µM (by protocol);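 active means percentage of spot-positive cells more than 3 SD above its plate mean, without a fluorescence outlier flag or 80% toxicity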;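 further: spot-positive cell cutoff set from DMSO-treated cells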
MT stabilizer – microtubule stabilizers in HeLa cells, primary screen, imaging, high-content imaging | HeLa tubulin immunostaining HCS, 24 h; share of cells brighter than vehicle mean+2SD | % tubulin-high responders, % at 10 µM | 200,000 compounds, 0.83% hits | AID 2205, 2009;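 active means plate Z-score above 3 for both tubulin-high and condensed-nucleus cell shares, with cell loss under 80%, at 10 µM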;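 further: anti alpha tubulin signal scored within the nucleus-defined area of each cell; some results filed as inactive read as strong as hits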
Lipid droplet – inhibitors of hepatocyte lipid droplet formation, primary screen, imaging, high-throughput imaging, BODIPY stain | AML12 mouse hepatocytes, oleate lipid droplets | inhibition, % at 6.5 µM | 240,000 compounds, 0.4% hits | AID 1656, 2009;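 active means lipid droplet intensity inhibited by at least 50%, with more than 500 cells counted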
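Material – mouse AML12 hepatocyte cell line, fixed after treatment · Compound dosing – one dose, 6.5 µM compound · Times – compound with oleate, overnight · Measured by – Image-based BODIPY and DAPI two-channel analysis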
Dynein transport – inhibitors of GR-EGFP nuclear translocation, primary screen, dynein cargo transport inhibitor project, imaging, high-content, 3617.4 mouse cells; z-score, hits read low; test concentration mostly 20 µM; stimulated with dexamethasone, 1 µM; stronger effect = lower value; AID 1381, 2008; 220,000 compounds, 0.47% hits;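 active means plate z-score of nuclear minus cytoplasmic receptor signal below a set negative limit, without overly bright fluorescence or cell loss, cut at about -3.5 in these data, passing the limit was not always enough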;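 further: z-score of nuclear minus cytoplasmic ring GR-EGFP intensity difference per well; some compounds called inactive have numbers as strong as hits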
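medium = tetracycline-free induction medium containing charcoal-stripped FBS | probe or stimulus = dexamethasone, 1.0 µM final | timing = 48 h induction, then 1 h compound, then 30 min agonist, 37 °C | detection = automated 10x imaging of fixed Hoechst-stained cells | read-out basis = nuclear versus cytoplasmic GR-EGFP signal, averaged per well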
WT yeast gro inh – growth inhibition of WT strain, primary screen, mitochondrial fusion inhibitor project, WT and mutant strains, chemical genetic; AID 1362, 2008; inhibition, % at 10 µM; mitochondrial fusion phenotypic screen; 190,000 compounds, 2.1% hits; in the data active means inhibition above about 58%; tested in S. cerevisiae
Ins promoter up – insulin promoter activators in MIN6 cells, imaging, high-content screening, mouse beta cells. 190,000 compounds, 0.3% hits. MIN6 insulin promoter-GFP reporter; stronger effect = higher value. z-score at 5 µM. AID 1625, 2009;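 active means z-score above 3 at 5 µM with at least 500 cells counted in the well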
ER stress rescue – rescue of cells from ER stress-induced death, primary screen, 384-well, CSM14.1, thapsigargin, ATP luminescence (AID 1222); CSM14.1 thapsigargin-induced death rescue, ATP luminescence; higher % means a stronger effect; cellular ATP content (survival), % at 20 µM; hits with a dose series show EC50 in µM; 190,000 tested, under 10 active;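 active means EC50 below 50 µM in the dose-response confirmation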;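 further: death triggered by thapsigargin at about 15 µM added after 2 h compound pretreatment; cell ATP read after overnight thapsigargin exposure of roughly 18 to 22 hours; normalized against plate controls of thapsigargin alone and 5% DMSO vehicle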
WT yeast gro inh mutant strain – recorded beside WT yeast gro inh, whose call it bears; inhibition, %; mitochondrial fusion phenotypic screen, mutant strain inhibition
Dynein transport cytoplasmic EGFP – second read-out of Dynein transport, no call of its own (marks repeat the call); z-score; measured here: cytoplasmic GR-EGFP intensity; stronger effect = higher value
Dynein transport nuclear GR-EGFP – second read-out of Dynein transport, no call of its own (marks repeat the call); z-score; measured here: nuclear GR-EGFP intensity;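 lower value marks the stronger effect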
Dynein transport cell count – second read-out of Dynein transport, no call of its own (marks repeat the call); z-score; measured here: cell count per field
Ins promoter up cell count – also measured in Ins promoter up; calls as there; cell count; measured here: cytotoxicity, nuclei count;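 total cells summed across four imaged fields per well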
Lipid droplet cells 6.5 µM – further read-out of Lipid droplet, marked with its call; cell count; measured here: cell count, cytotoxicity flag;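 cells counted across two imaged fields per well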
bCat nuc transl cell count 5 µM – also measured in bCat nuc transl; calls as there; cell count; measured here: cell count, cytotoxicity flag
MT stabilizer Hoechst-high % – further read-out of MT stabilizer, marked with its call; % Hoechst-high responders; measured here: nuclear condensation Hoechst responders;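 share of cells brighter than vehicle mean plus two SD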
MT stabilizer cytotoxicity % – also measured in MT stabilizer; calls as there; toxicity, %; measured here: cytotoxicity by cell density;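 0% = mean cell density of plate MIN control wells and 100% = no cells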
Autophagy HCS cell loss 18 h – second read-out of Autophagy HCS, no call of its own (marks repeat the call); toxicity, %; measured here: cell loss, nuclei count;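 cell loss after 18 h compound exposure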
Numbers without * were called inactive; i = inactive; / = no result given. An unsorted share of the library (roughly 4% active in at least one column).

SMILES	bCat nuc transl	bCat nuc transl cell count 5 µM	XIAP displacement	Autophagy HCS	Autophagy HCS cell loss 18 h	MT stabilizer	MT stabilizer Hoechst-high %	MT stabilizer cytotoxicity %	Lipid droplet	Lipid droplet cells 6.5 µM	Dynein transport	Dynein transport cytoplasmic EGFP	Dynein transport nuclear GR-EGFP	Dynein transport cell count	WT yeast gro inh	WT yeast gro inh mutant strain	Ins promoter up	Ins promoter up cell count	ER stress rescue
CCN(CCNC(=O)c1ccc2nc(-c3ccccc3NC(C)=O)c(=O)[nH]c2c1)c1ccccc1	-6.5	1125	-3.2%	i	5	3.8	2.5	2.6	/	/	1.6	-0.081	1.3	-0.38	0	-13	0.94	1018	1.5%
Cc1cc(C)nc(SCC(=O)Nc2ccc(S(=O)(=O)N3CCCCC3)cc2)n1	/	/	-7.6%	i	-5	2.5	1.8	5.7	13	752	-0.78	-0.22	-0.59	0.94	-16	-21	/	/	-0.6%
COC(=O)CCCCNC(=O)Nc1ccccc1	7.5	906	0.4%	i	12	15	1.8	2.5	-22	675	-0.42	-0.31	0.015	0.17	-11	13	-0.46	1176	-0.1%
CCc1ccc(-c2ccc(C(=O)O)cc2)nc1	-5.7	963	-4.7%	i	-2	6.3	2.6	9.2	/	/	-0.085	0.29	0.36	-0.41	5	25	0.2	1397	1.7%
CC(C)N(Cc1nccn1C)C(=O)c1ccc(OC2CCN(C(=O)C3CC3)CC2)cc1	-2.6	1107	-5.2%	i	0	1.9	0.6	5.0	-3	680	1.4	-0.24	1.1	-0.43	10	-9	/	/	0.0%
Nc1nonc1-c1noc(-c2ccccc2)n1	-4.0	1174	-0.3%	i	-7	3.0	2.4	6.7	-10	714	0.92	0.1	0.45	0.16	-10	-5	0.53	1229	0.9%
S=C1NCN(Cc2ccco2)CN1c1ccccc1	1.4	1297	/	/	/	/	/	/	11	764	0.79	-0.27	0.14	-0.19	/	/	-0.69	1443	/
Cc1cc(NC(=O)CSc2nc3ccccc3s2)no1	-1.6	1151	-4.7%	i	3	1.5	1.7	8.7	-14	688	-0.33	-0.21	-0.11	0.29	-15	-2	/	/	3.3%

Copied from the list:
COC(=O)CCCCNC(=O)Nc1ccccc1 | Ins promoter up cell count: 1176
CCc1ccc(-c2ccc(C(=O)O)cc2)nc1 | XIAP displacement: -4.7%

More compounds:
SMILES	bCat nuc transl	bCat nuc transl cell count 5 µM	XIAP displacement	Autophagy HCS	Autophagy HCS cell loss 18 h	MT stabilizer	MT stabilizer Hoechst-high %	MT stabilizer cytotoxicity %	Lipid droplet	Lipid droplet cells 6.5 µM	Dynein transport	Dynein transport cytoplasmic EGFP	Dynein transport nuclear GR-EGFP	Dynein transport cell count	WT yeast gro inh	WT yeast gro inh mutant strain	Ins promoter up	Ins promoter up cell count	ER stress rescue
O=C(Oc1ccc(-c2csnn2)cc1)c1cccs1	-1.2	1134	/	/	/	/	/	/	9	740	-0.65	-0.13	-0.26	0.48	/	/	0.04	1400	/
CC(CCc1ccccc1)NC(=O)C(=O)NCCc1ccccc1 (stereo not drawn)	-1.4	909	0.8%	i	16	2.8	1.2	1.3	-40	641	2.4	0.32	0.97	-1.2	13	16	-0.3	1231	-2.2%
O=C(Nc1cccc(F)c1)c1ccc(S(=O)(=O)N2CCOCC2)cc1	-0.6	1071	0.1%	i	3	3.3	3.5	1.3	2	649	-0.83	-0.25	-0.38	0.37	15	7	-0.47	1769	-3.7%
O=C(Nc1ccc2c(c1)OCO2)C1CCN(C(=O)c2ccc(Cl)cc2)CC1	-1.4	1072	-5.3%	i	-11	1.2	1.6	5.1	-8	746	-0.89	-0.28	-0.32	-0.16	1	-3	0.52	1419	-1.5%
CCCN(CC1CC1)C(=O)CSc1ncnc2sc(C)c(C)c12	/	/	-2.3%	i	-4	1.3	1.4	9.2	9	814	-0.054	0.21	0.087	0.16	6	-1	0.23	1012	0.4%
O=C(NC(=S)Nc1ccc(N2CCOCC2)cc1)c1cccs1	1.3	1040	-11%	i	19	2.8	2.1	12	-3	726	0.85	-0.3	0.9	-0.37	-2	-2	0.38	1448	-1.4%
CCC(=O)NCCNC(=O)c1c(SC)nsc1SC	-0.6	1369	-0.2%	i	5	4.4	2.4	6.9	/	/	-0.22	-0.3	0.34	-0.93	3	6	2.3	1686	-0.9%
CC1=CC2=NC(=O)CC(C)(C(=O)N(CC(=O)NC3CCCC3)c3ccccc3C)N2C=C1 (stereo not drawn)	2.0	1279	/	/	/	/	/	/	-3	668	0.16	-0.78	-0.11	-0.45	/	/	0.67	1034	/
Cc1ccc(-c2nnc(Nc3ccccc3)c3ccccc23)cc1S(=O)(=O)NCC1CCCO1 (stereo not drawn)	2.3	1363	-1.1%	i	1	2.0	0.8	1.6	/	/	-0.16	-0.15	-0.15	-0.2	3	-1	-0.25	1523	-0.6%
CCN(CC)S(=O)(=O)c1ccc(N=N/C(C(C)=O)=C(/C)O)cc1	-3.3	1241	-5.2%	i	-10	2.1	2.1	7.0	17	812	-0.77	0.96	-0.0094	0.64	-11	-2	-0.65	953	6.6%
CNc1ccccc1C(=O)OCC(C)=O	/	/	-12%	i	-5	4.9	2.8	1.0	1	734	-0.67	-0.29	0.059	0.7	-6	-6	0.22	1154	-2.4%
COC(=O)[C@H](C)NC(=O)/C=C/c1ccc(OC)cc1	-0.3	1122	-4.4%	i	8	5.7	2.3	8.7	-2	653	-0.66	-0.32	-0.63	0.92	-11	7	0.36	1470	0.0%
C=CCn1c(N2CCCC2)nc2c1c(=O)[nH]c(=O)n2C	-2.8	977	-6.0%	i	4	3.4	2.0	11	/	/	0.4	-0.21	0.98	-1.6	4	-11	-0.17	1033	2.9%
CCC(=O)c1c[nH]c(C(=O)N2CCN(c3ccccc3)CC2)c1	-1.0	1075	-0.9%	i	4	4.5	1.7	19	-4	662	0.68	-0.35	1	-0.21	4	-7	-0.16	1582	-0.6%
COc1ccc(-c2nnn(CC(=O)NC3CCCc4ccccc43)n2)cc1OC (stereo not drawn)	-3.6	937	-4.2%	i	14	2.8	3.8	5.4	/	/	-0.093	-0.38	-0.14	0.24	/	/	/	/	-0.7%
CNC(=O)c1cc(NC(=O)CCn2nc(-c3ccccc3)c3ccccc3c2=O)ccc1OC	-2.2	1188	/	/	/	/	/	/	-16	715	-0.031	-0.24	-0.06	0.44	/	/	-1.1	1414	/
Cc1ccc(-n2cccn2)c(CN2CCCC(C(=O)c3ccc4c(c3)OCO4)C2)c1 (stereo not drawn)	-3.9	1033	-6.4%	i	27	2.7	1.1	5.0	-4	690	-0.69	-0.31	-0.53	0.42	23	26	-1.8	1238	-0.4%
COc1ccc(C(CNC(=O)COc2ccc(F)cc2Br)N2CCCC2)cc1 (stereo not drawn)	-1.9	1020	-8.6%	i	-8	4.4	2.0	4.5	-5	635	-1	-0.37	-0.16	0.81	6	2	1.6	1288	1.1%
COc1ccc(CCN2C(=O)CSC2=Nc2ccc(C)cc2C)cc1OC	0.3	1361	/	/	/	/	/	/	6	706	-0.075	-0.2	0.35	0.36	/	/	-0.86	991	/
O=C(CSc1nc2ccccc2o1)N/N=C/c1ccc(O)c(O)c1	0.3	1295	/	/	/	/	/	/	3	654	-0.95	-0.09	0.1	0.18	/	/	-0.82	1163	/
COCCCNc1oc(-c2cccs2)nc1S(=O)(=O)c1ccc(C)cc1	-4.1	1101	-4.4%	i	15	3.1	4.2	5.3	-2	664	0.38	-0.24	0.84	0.21	7	0	-0.17	1541	0.8%
OCC1(CC2CCCCO2)CCN(C/C=C/c2ccccc2)CC1 (stereo not drawn)	1.1	910	-5.3%	i	13	4.9	1.0	0.3	-1	668	0.31	1.5	0.58	-1.2	12	-3	0.11	1641	-0.5%
CC1Oc2ccccc2N(CC(=O)N(Cc2ccccc2)Cc2ccccn2)C1=O (stereo not drawn)	/	/	-2.5%	i	-1	2.0	1.8	7.2	-15	717	-0.39	-0.19	-0.11	-0.6	3	9	/	/	/
COCc1cc(=O)[nH]c(Sc2c(-c3ccccc3)c3ccc(Cl)cc3[nH]c2=O)n1	-4.1	1158	-3.7%	i	1	2.3	4.3	5.5	-1	640	-0.31	-0.34	-0.37	0.5	-7	-1	-0.44	1530	-3.9%
COc1ccc(N2C(=O)CSC23CCCCC3)cc1	-0.9	1127	-7.8%	i	5	1.9	2.0	3.8	-13	738	-0.45	-0.25	-0.018	-0.054	20	13	0.09	1174	-1.4%
CC(C)Oc1ccc(-c2cc(=O)[nH]c(=O)[nH]2)cc1	-2.7	1140	-0.2%	i	-20	3.3	2.2	11	5	667	0.36	-0.33	0.32	0.065	10	-34	0.34	1998	-1.0%
